# Bioassay records deposited in PubChem BioAssay by several laboratories.
# E coli Lon inh: inhibits E. coli Lon protease; P0A9M0; purified E. coli Lon protease, fluorescence polarization; inhibition, % at 7.94 µM; actives 0.42% (n = 360,000); in the data active = inhibition above about 13%, passing the limit was not always enough;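 note: 0% = enzyme with probe and DMSO and 100% = no enzyme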
# Target sequence (P0A9M0 whole entry, looked up): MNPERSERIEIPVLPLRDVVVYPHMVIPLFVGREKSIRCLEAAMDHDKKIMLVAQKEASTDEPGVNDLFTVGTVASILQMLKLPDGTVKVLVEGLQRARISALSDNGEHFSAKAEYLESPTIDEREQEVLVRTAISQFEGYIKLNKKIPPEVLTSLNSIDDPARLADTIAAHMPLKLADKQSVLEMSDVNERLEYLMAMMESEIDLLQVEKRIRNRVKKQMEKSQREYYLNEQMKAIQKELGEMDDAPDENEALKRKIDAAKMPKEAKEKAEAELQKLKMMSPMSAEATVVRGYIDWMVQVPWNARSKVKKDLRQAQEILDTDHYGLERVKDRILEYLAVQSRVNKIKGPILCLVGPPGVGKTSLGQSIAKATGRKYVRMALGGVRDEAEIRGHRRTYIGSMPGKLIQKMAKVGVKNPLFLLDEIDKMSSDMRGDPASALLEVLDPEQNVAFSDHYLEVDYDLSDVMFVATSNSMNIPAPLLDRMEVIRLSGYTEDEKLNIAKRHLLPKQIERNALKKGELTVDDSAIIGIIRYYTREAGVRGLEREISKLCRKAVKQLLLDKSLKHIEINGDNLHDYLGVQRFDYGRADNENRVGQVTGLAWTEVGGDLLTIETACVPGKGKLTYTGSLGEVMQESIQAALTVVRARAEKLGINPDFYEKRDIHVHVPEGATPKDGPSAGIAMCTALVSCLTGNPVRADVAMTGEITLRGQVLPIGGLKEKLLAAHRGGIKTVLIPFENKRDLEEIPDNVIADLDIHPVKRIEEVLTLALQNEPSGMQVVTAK
# SUMO1-SIM PPI: SUMO1-SIM interaction modulation; P63165; SUMO1 binding to a labelled peptide, TR-FRET, 1 h; inhibition, % at 20 µM; actives 0.33% (n = 360,000); AID 602429; in the data active = inhibition above about 37%
# Target sequence (P63165 whole entry, looked up): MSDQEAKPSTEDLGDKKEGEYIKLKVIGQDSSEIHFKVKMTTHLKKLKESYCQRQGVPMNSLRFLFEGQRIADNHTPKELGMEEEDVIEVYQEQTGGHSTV
# LMPTP inh: LMPTP (human) inhibition. P24666. recombinant LMPTP-A, OMFP fluorogenic substrate, fluorescence intensity. inhibition, % at 20 µM. actives 0.22% (n = 360,000). AID 651560;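 active = compounds that cut the enzyme signal by at least half of the control window in the single-dose screen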;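 note: plate controls were DMSO wells with enzyme plus substrate for no effect and substrate without enzyme for full effect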
#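 Assay system: LMPTP-A enzyme. Input: 0.625 nM LMPTP-A final. Probe or stimulus: 400 µM OMFP. Compound dosing: single 20 µM dose. Schedule: 50 min dark incubation at room temperature. Detection: fluorescence intensity of OMFP turnover product. Read-out: percent inhibition versus substrate-only and uninhibited controls. Benchmarks: no-enzyme low control, uninhibited high control.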
# STEP block: blocks human striatal-enriched tyrosine phosphatase. P54829. inhibition, % at 20 µM. actives 0.25% (n = 360,000). recombinant STEP, OMFP fluorogenic substrate, fluorescence;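 active = inhibition at 20 µM, scaled per plate between control wells, above about 37%, limit read from the data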;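 note: 0% = DMSO with enzyme and substrate and 100% = substrate only without enzyme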
#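 Measure: Control-normalized % inhibition with plate pattern correction | Test system: STEP phosphatase, cell-free reaction | Medium: pH 6.0 Bis-Tris with DTT and Tween 20 | Technique: Fluorescence, 480/540 nm | Times: Reaction 20 min, ambient temperature | Doses: Single compound dose of 20 µM, 1% DMSO final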
# TbMetRS inhib: Trypanosoma brucei MetRS inhibition | purified T. brucei MetRS, ATP depletion, Kinase-Glo luminescence | inhibition, % at 11.9 µM | AID 624268 | actives 0.4% (n = 360,000);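 active = inhibition above a per-plate cutoff of the control wells' mean inhibition plus 3 SD, cut at about 5.5% in these data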;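 note: 0% = DMSO wells median and 100% = median of wells with control inhibitor compound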
#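 Test system: purified T. brucei MetRS enzyme. Also added: ATP, methionine and E. coli bulk tRNA substrates. Compound: 11.9 µM single point. Schedule: 15 min enzyme-compound preincubation, 2 h reaction, 10 min detection, 25 °C. Signal: luciferase luminescence of residual ATP, Kinase-Glo. Evaluation: percent inhibition versus plate control medians. Controls: DMSO wells, low control.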
# bovine MsrA act: activates bovine MsrA enzyme; actives 0.3% (n = 360,000); activation, % at 10.6 µM; purified bovine MsrA, absorbance read-out; AID 602163; in the data active = activation above about 7.5%;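 note: 0% = vehicle and 100% = reference activator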
# MsrA inhibitor: inhibits bovine methionine sulfoxide reductase A. actives 0.75% (n = 360,000). AID 651718. inhibition, % at 15.5 µM. purified bovine MsrA, absorbance read-out; in the data active = inhibition above about 4.5%;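 note: 0% = vehicle wells with enzyme and 100% = reference inhibitor wells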
# CendR NRP1 mod: NRP-1/CendR interaction modulation; O14786; actives 0.85% (n = 360,000); inhibition, % at 25 µM; FAM-RPARPAR peptide binding to NRP-1, fluorescence polarization;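 active = inhibition or corrected inhibition above about 18%, plus a signal ratio from 0.5 to 1.5, limit read from the data, passing the limit was not always enough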; note: strong numbers were not always called active
# DNMT1 block: blocks human DNA methyltransferase DNMT1. AID 588458. inhibition (reported as % activation of signal), % at 10 µM. DNMT1 molecular beacon, Hinp1I cleavage, fluorescence. P26358. actives 0.83% (n = 360,000); in the data active = inhibition above about 50%
# Scp-1 inhibitor: blocks human Scp-1 phosphatase activity. inhibition, % at 20 µM. actives 0.88% (n = 340,000). Recombinant Scp1, phosphopeptide, malachite green phosphate absorbance. Q9GZU7;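 active = inhibition above about 50% at 20 µM, limit read from the data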;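 note: plate controls were DMSO wells with enzyme for no effect and wells lacking enzyme for full effect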
# Target sequence (Q9GZU7 76-261 limits assumed): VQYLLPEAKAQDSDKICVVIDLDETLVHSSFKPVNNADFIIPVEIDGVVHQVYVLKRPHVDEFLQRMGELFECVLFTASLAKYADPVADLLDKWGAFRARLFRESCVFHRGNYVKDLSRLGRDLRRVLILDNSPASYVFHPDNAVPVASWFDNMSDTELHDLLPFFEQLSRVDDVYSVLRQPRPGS
#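 System: truncated SCP-1 phosphatase (76-261aa); medium: Tris acetate buffer pH 5.5 with MgCl2 and Tween-20; incubation: 45 min room-temperature reaction, 5 min colour, 30 min stabiliser; compound: single 20 µM dose, 1% DMSO; reagent: Phosphorylated 17-residue peptide substrate; read-out: % inhibition at 20 µM; technique: colorimetric free-phosphate detection, absorbance 630 nm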
# Starred values were filed as active, the others as inactive; nt = not tested or not shown. Compounds as they come. Share with any hit: about 4.3%.
(1) Cc1cccc(C)c1NC(=O)N1CC=CCC1
(2) Cc1onc(-c2ccccc2Cl)c1C(=O)Nc1ccc(N2CCOCC2)cc1
(3) Cc1cc(=O)oc2c3c(cc(OCC(=O)NCC(=O)N[C@H](C(=O)O)C(C)C)c12)OC(C)(C)CC3
(4) Cc1[nH]n(-c2ccccc2)c(=O)c1/C=C1/C=c2ccccc2=N1
(5) Cc1ccc(C(=O)CC(C(=O)O)c2cn(CCC#N)c3ccccc23)cc1 (stereo not drawn)
(6) CC1CCN(c2ccc(C(=O)O)cc2NS(=O)(=O)c2ccc(Br)cc2)CC1
(7) CNC(=O)Nc1ccc2nc(C)oc2c1
(8) COc1ccccc1-c1cnc(C(O)c2ccc(C)c(F)c2)[nH]1 (stereo not drawn)

Assay by compound	1	2	3	4	5	6	7	8
E coli Lon inh	-6	6	1	4	-3	2	13	-3
SUMO1-SIM PPI	-4	0	8	-7	5	-1	0	5
LMPTP inh	0.0	1.8	-0.8	0.3	-0.9	0.2	-1.0	0.7
STEP block	-1	-1	1	1	2	2	-1	0
TbMetRS inhib	-1.1	0.1	-0.9	-0.6	-0.2	-0.4	-0.5	-0.3
bovine MsrA act	-1	1	-2	-7	-1	-9	-4	-4
MsrA inhibitor	0.1	0.8	2.1	1.4	-0.6	1.5	-0.2	-1.2
CendR NRP1 mod	-7	-2	8	-12	7	-2	-8	-1
DNMT1 block	2	-5	2	5	4	4	2	4
Scp-1 inhibitor	-4	0	-4	-6	-9	9	-8	nt

(9) CCOC(=O)N1CCN(C(=O)c2cn(CCOC)c(=O)c3c2c2ccccc2n3C)CC1
(10) COc1ccc(OCCC(=O)OCC(=O)Nc2cccc(S(=O)(=O)N3CCOCC3)c2)cc1
(11) O=C(O)CC1(CC(=O)N2CCOCC2)CCCC1
(12) O=S(=O)(NCc1cn2ccccc2n1)c1ccccc1F
(13) O=C(NCC1CCCO1)c1nnc(Cc2ccc(F)cc2)o1 (stereo not drawn)
(14) CC1=CC(C)(C)NC(=S)N1c1cccc2cc(S(=O)(=O)O)ccc12
(15) Cc1cccc(OCC(=O)Nc2nnc(S(=O)(=O)N3CCCCCC3)s2)c1
(16) CCOC(=O)C1CCN(C(=O)C2c3ccccc3C(=O)N(C)C2c2ccc(OC)cc2)CC1 (stereo not drawn)

Assay by compound	9	10	11	12	13	14	15	16
E coli Lon inh	3	0	8	7	2	-5	1	-12
SUMO1-SIM PPI	0	0	-1	-2	-3	21	8	2
LMPTP inh	-0.7	1.4	-1.2	1.4	-0.1	1.8	0.8	-3.4
STEP block	2	-3	2	-1	-1	19	0	-2
TbMetRS inhib	0.4	-0.7	-0.3	-0.7	-0.5	-0.3	0.4	-0.9
bovine MsrA act	-1	-2	0	0	-1	-10	-1	-3
MsrA inhibitor	1.4	-0.6	-0.7	1.4	0.0	1.1	0.1	-1.2
CendR NRP1 mod	-7	-8	9	1	4	-34	-6	10
DNMT1 block	1	1	3	-2	1	4	9	0
Scp-1 inhibitor	-4	2	-1	-3	-7	20	-13	-4

# A second format for 3 compounds above:
# The line under a structure holds: E coli Lon inh, SUMO1-SIM PPI, LMPTP inh, STEP block, TbMetRS inhib, bovine MsrA act, MsrA inhibitor, CendR NRP1 mod, DNMT1 block, Scp-1 inhibitor
(11) O=C(O)CC1(CC(=O)N2CCOCC2)CCCC1
  8, -1, -1.2, 2, -0.3, 0, -0.7, 9, 3, -1
(12) O=S(=O)(NCc1cn2ccccc2n1)c1ccccc1F
  7, -2, 1.4, -1, -0.7, 0, 1.4, 1, -2, -3
(13) O=C(NCC1CCCO1)c1nnc(Cc2ccc(F)cc2)o1 (stereo not drawn)
  2, -3, -0.1, -1, -0.5, -1, 0.0, 4, 1, -7

# New compounds follow.
(17) O=C(NCCc1ccccc1)C1Cc2c(-c3ccc(Cl)cc3)ccnc2O1 (stereo not drawn)
(18) CC(C)n1cnc2c(N(C)c3ccccc3)nc(N(CCN(C)C)Cc3ccccc3)nc21
(19) CCOC(=O)N1CCN(C(=S)Nc2ccccc2C)CC1
(20) CC1(C)CC(=O)C2=C(C1)N(N1CCOCC1)C(N)=C(C#N)C2c1cccnc1 (stereo not drawn)
(21) COc1ccccc1N/C=C/c1onc(C)c1[N+](=O)[O-]
(22) Cc1ccc(N(C)S(=O)(=O)c2nnc(NC(=O)c3ccco3)s2)cc1
(23) Cc1ccc(NC(=O)Cn2ccsc2=N)c([N+](=O)[O-])c1
(24) CC(CN1C(C)CCCC1C)OC(=O)c1cccc(F)c1 (stereo not drawn)

Assay by compound	17	18	19	20	21	22	23	24
E coli Lon inh	-1	-2	4	-2	-158	5	-3	-15
SUMO1-SIM PPI	22	-1	-3	-4	-26	0	-17	4
LMPTP inh	-0.5	0.0	-1.6	-1.0	5.4	-0.9	1.4	-0.4
STEP block	2	2	3	0	1	-1	3	4
TbMetRS inhib	-0.1	-0.3	-0.5	0.1	-0.5	-0.5	0.6	0.6
bovine MsrA act	-2	-12	-4	-2	-5	0	-3	-3
MsrA inhibitor	0.9	1.6	-0.7	1.0	-1.0	3.4	2.6	1.0
CendR NRP1 mod	0	11	14	-8	-97	-20	12	-16
DNMT1 block	-6	0	-2	0	-4	5	-5	1
Scp-1 inhibitor	nt	2	-5	-12	-4	-2	3	-4

(25) CC1Cc2ccccc2N1C(=O)COc1nc2ccccc2nc1N1CCOCC1 (stereo not drawn)
(26) C/C(=N\O)C(=O)NCCN1CCCCC1
(27) CN1CCN(c2ccc(NC(=O)c3ccc(-c4ccc(Br)cc4)o3)cc2)CC1
(28) COc1ccc2[nH]c(=O)c(CN(Cc3ccc4c(c3)OCO4)C(C)=O)cc2c1
(29) CSc1nncn1/N=C/c1ccc2c(c1)OCO2
(30) COc1ccc(-c2cnc3c(NC(C)=O)cc(-c4ccc(C(=O)NC5CC5)cc4)cn23)cc1OC
(31) COc1ccc(C(NC(=O)C2CCN(Cc3ccc(Oc4ccccc4)cc3)CC2)c2ccccn2)cc1 (stereo not drawn)
(32) CC(C)N=C1NN=C(c2cccs2)CS1

Assay by compound	25	26	27	28	29	30	31	32
E coli Lon inh	-9	-8	7	-4	5	-19	2	-9
SUMO1-SIM PPI	-2	6	-17	-3	-14	-8	-6	-1
LMPTP inh	0.8	-1.0	-3.8	0.2	0.3	1.8	-0.1	0.5
STEP block	0	-2	4	2	-2	6	-2	-4
TbMetRS inhib	-0.5	0.1	0.1	-1.6	0.6	-0.1	-0.2	-1.0
bovine MsrA act	-2	-1	-9	-14	-3	-9	-2	-4
MsrA inhibitor	-0.3	0.4	0.7	1.4	4.0	1.3	0.7	1.6
CendR NRP1 mod	-22	2	-3	-2	-2	-23	6	11
DNMT1 block	-4	1	-16	12	0	-5	-6	-13
Scp-1 inhibitor	4	-11	-1	8	-5	nt	nt	-6

(33) COc1cccc(CNC(=O)Cc2ccc(-c3ccccc3)cc2)c1
(34) O=C(NC1CCN(C(=O)c2cccs2)CC1)c1ccccc1
(35) Cc1ccccc1C(=O)NNC(=O)c1ccc2nc[nH]c2c1
(36) CCCC(CCC)=NNC(=O)c1ccccc1F
(37) O=c1ccn([C@@H]2O[C@H](CNCc3cccn3-c3nccs3)[C@@H](O)[C@H]2O)c(=O)[nH]1
(38) Cc1ccc(Cn2c(CCCO)nc3ccccc32)cc1
(39) CCCCNC(=O)c1ccc2nc(CC)c(N(CC)CCOC)n2c1
(40) COCCNC(=O)C1C(=O)Nc2ccccc2C(=O)N1C1CCCC1 (stereo not drawn)

Assay by compound	33	34	35	36	37	38	39	40
E coli Lon inh	-13	3	-4	-2	-4	3	12	nt
SUMO1-SIM PPI	20	-3	7	0	3	7	-1	0
LMPTP inh	2.6	-1.3	1.5	0.0	-1.4	2.0	-1.2	-1.2
STEP block	2	-1	0	-1	-2	-3	-1	nt
TbMetRS inhib	0.4	0.1	-0.7	0.0	-0.4	-0.3	-0.2	-0.3
bovine MsrA act	-2	-3	-6	-3	-3	-3	1	nt
MsrA inhibitor	-0.3	-0.7	0.1	-0.1	-1.5	0.9	-0.8	-1.2
CendR NRP1 mod	-8	-3	20	-8	12	3	3	12
DNMT1 block	-11	3	1	2	5	1	-10	nt
Scp-1 inhibitor	-15	-4	25	-1	nt	-6	nt	nt

(41) NC(=O)CC(NSc1ccccc1[N+](=O)[O-])C(=O)O (stereo not drawn)
(42) C#CC1(NC(=S)Nc2cccc(OC)c2)CCCCC1
(43) Cc1ccccc1CN1C(=O)CN(S(C)(=O)=O)CC1(C)C(=O)Nc1ccc2c(c1)OCCO2 (stereo not drawn)
(44) CC(=O)c1ccc(N2CCN(C(=O)c3ccc(NC4=NC5CS(=O)(=O)CC5S4)cc3)CC2)cc1 (stereo not drawn)
(45) Cc1cccc(N(C)S(=O)(=O)c2ccc3[nH]cc(C(=O)N4CCOCC4)c(=O)c3c2)c1
(46) CN(C)c1ccc(C(=S)N2CCN(C(=S)Nc3ccc(Cl)cc3)CC2)cc1
(47) O=C(COc1ccc(Br)cc1Cl)NC(=O)NC1CCCC1
(48) Cc1cc(C)n2cc(CSc3nnnn3-c3ccc(Cl)cc3)nc2n1

Assay by compound	41	42	43	44	45	46	47	48
E coli Lon inh	-10	-17	nt	2	-9	-2	2	-4
SUMO1-SIM PPI	-7	2	-1	5	2	2	-5	0
LMPTP inh	-0.8	-0.9	-1.2	-0.1	-1.8	2.8	1.2	-0.7
STEP block	2	-2	nt	3	-6	4	-6	1
TbMetRS inhib	-0.2	0.1	-1.1	0.3	0.1	-1.3	0.2	-1.6
bovine MsrA act	7	-2	nt	-3	-3	-3	-1	-9
MsrA inhibitor	0.8	0.4	0.6	4.1	-0.1	2.4	0.0	-1.4
CendR NRP1 mod	1	-3	9	2	-6	-3	-10	-6
DNMT1 block	-3	2	nt	-8	4	5	4	1
Scp-1 inhibitor	12	nt	nt	-9	-6	-1	-13	-8

(49) Cc1nn(CCCC(=O)Nc2cccnc2)c(C)c1[N+](=O)[O-]
(50) CCCCN1C(=O)N(C)C2NC(=O)NC21 (stereo not drawn)
(51) CC(CCc1ccccc1)N1CCN(C)CC1 (stereo not drawn)
(52) CC(=O)CSc1nnc(CSc2ncccn2)n1C1CCCCC1
(53) CCC(C)(C)NC(=O)CN(C(=O)c1ccc(N2CCCC2)nc1)c1ccc(F)cc1

Assay by compound	49	50	51	52	53
E coli Lon inh	-1	-2	2	-1	-17
SUMO1-SIM PPI	-6	2	7	3	-4
LMPTP inh	0.1	-1.2	-7.6	-0.9	-0.7
STEP block	-2	-2	-4	-4	-1
TbMetRS inhib	-0.1	0.0	-0.9	-0.7	0.0
bovine MsrA act	-3	-4	-7	-8	-1
MsrA inhibitor	1.0	-0.4	0.6	-0.2	-0.6
CendR NRP1 mod	0	-5	8	-4	9
DNMT1 block	1	1	0	-3	0
Scp-1 inhibitor	-9	3	-4	1	-4
